Compound activity from PubChem BioAssay.
LmPK inh: qHTS Assay for Inhibitors of Leishmania Mexicana Pyruvate Kinase (LmPK) | Q27686 | purified LmPK, Kinase-Glo ATP luminescence, 1 h | Potency, µM (titrated, usually from 57.5 µM), for inactives: at the highest dose activity change, negative = inhibition, most hits filed as inhibitors | 290,000 tested, 0.37% active; also: potency is read from the fitted curve at half-maximal effect
Target sequence (Q27686 whole entry, looked up): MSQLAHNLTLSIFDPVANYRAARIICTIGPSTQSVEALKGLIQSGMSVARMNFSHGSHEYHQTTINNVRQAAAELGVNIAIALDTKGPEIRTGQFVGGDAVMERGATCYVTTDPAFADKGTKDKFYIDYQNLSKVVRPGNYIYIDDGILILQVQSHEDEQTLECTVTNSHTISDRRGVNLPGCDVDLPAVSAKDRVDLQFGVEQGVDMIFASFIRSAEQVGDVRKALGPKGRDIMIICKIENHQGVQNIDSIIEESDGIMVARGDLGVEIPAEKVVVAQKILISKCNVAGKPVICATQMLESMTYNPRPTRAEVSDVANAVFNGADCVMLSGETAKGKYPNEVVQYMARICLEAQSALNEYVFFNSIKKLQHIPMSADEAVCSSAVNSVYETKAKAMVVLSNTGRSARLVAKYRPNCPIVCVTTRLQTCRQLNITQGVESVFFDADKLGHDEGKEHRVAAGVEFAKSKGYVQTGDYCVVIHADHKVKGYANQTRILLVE
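ATP generated from ADP (0.1 mM) and PEP (0.5 mM) by 0.1 nM LmPK over 1 h at room temperature (pH 7.2 imidazole buffer) was detected by coupled luciferase luminescence. Values were normalized to uninhibited and no-enzyme wells.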
AmpC inh no detg: qHTS Inhibitors of AmpC Beta-Lactamase (assay without detergent) | AmpC nitrocefin hydrolysis, absorbance 480 nm, 0.0001% Triton | 330,000 tested, 0.52% active | P00811 | Potency, µM (doses to about 57.1 µM), without a hit: at the top dose activity change, negative = inhibition, hits mostly inhibitors;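 also: potency is read from the fitted curve at half-maximal effect; plate controls were no compound for no effect and no enzyme for full effect; nearly all actives have a fitted effect of over 20% in size; some results filed as inactive show a strong effect at the top dose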
Target sequence (P00811 whole entry, looked up): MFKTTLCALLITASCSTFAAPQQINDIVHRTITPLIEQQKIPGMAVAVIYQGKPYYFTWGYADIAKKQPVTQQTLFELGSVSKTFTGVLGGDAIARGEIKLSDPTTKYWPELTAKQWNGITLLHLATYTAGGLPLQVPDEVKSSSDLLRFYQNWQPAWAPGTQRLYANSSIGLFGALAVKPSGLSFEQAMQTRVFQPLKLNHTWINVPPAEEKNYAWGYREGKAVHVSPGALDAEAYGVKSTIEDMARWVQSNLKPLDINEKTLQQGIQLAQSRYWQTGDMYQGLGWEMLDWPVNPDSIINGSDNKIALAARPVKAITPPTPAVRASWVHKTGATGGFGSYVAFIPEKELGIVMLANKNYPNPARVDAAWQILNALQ
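AmpC (5.3 nM in the dispensed reagent) in 20 mM phosphate pH 7.0 with 0.01% (detergent screen) or 0.0001% Triton X-100 was preincubated with compounds for 15 min at room temperature. Nitrocefin was then added from an 800 uM solution, and hydrolysis was followed at 480 nm.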
Tb PYK inh: qHTS of Trypanosoma Brucei Inhibitors; pyruvate kinase (Trypanosoma brucei), Q57TT1; TbPYK enzyme, Kinase-Glo Plus ATP luminescence, 45 min; Potency, µM (series often up to 76.8 µM), without a hit: at the top dose activity, negative = inhibition, actives largely listed as inhibitors; 410,000 tested, 0.12% active; also: potency is read from the fitted curve at half-maximal effect; nearly all actives have a fitted effect of over 50% in size
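Assay buffer: 50 mM TEA pH 7.2, 100 mM KCl, 10 mM MgCl2, 0.05% BSA, 0.01% Tween-20. Pyruvate kinase from T. brucei plus substrate met compound, then ADP (130 uM final). Luminescence was read post 45 min RT.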
AMA1-RON2 inh: qHTS for Inhibitors of AMA1-RON; Towards Development of Antimalarial Drug Lead: Primary Screen | Potency, µM (doses to about 58.2 µM), without a hit: at the top dose activity change, negative = inhibition, usual class: inhibitors | 360,000 tested, 0.2% active | Plasmodium falciparum AMA1 (3D7) - RON2 peptide interaction | AlphaScreen AMA1-biotinylated RON2 peptide binding;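 also: potency is read from the fitted curve at half-maximal effect; 0% = vehicle wells and -100% = peptide control; nearly all actives have a fitted effect of over 45% in size; some results filed as inactive show a strong effect at the top dose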
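AMA1 (3D7) with his tag at 25 nM final met compounds first, then biotinylated RON2 peptide at 25 nM; detection used donor plus acceptor beads, 10 µg/mL apiece, read by AlphaScreen after 30 min at room temperature.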
HCMV inh: qHTS Assay for inhibitors of the human cytomegalovirus (HCMV) | HFF cells, HCMV-luciferase reporter, 72 h; stronger effect = lower value | activity change, negative = inhibition, % at 57.5 µM | 410,000 tested, 4.5% active | AID 1259415, 2018; in the data active = activity change below about -60%; inconclusive = no clear call, values can overlap the other calls; inactive = above about -39%
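Two-dose cell screen: HFF monolayers treated with compounds and infected with luciferase-expressing HCMV at 1 PFU/cell, 72 h at 37C, then lysed for luciferase measurement.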
AmpC detergent: qHTS Inhibitors of AmpC Beta-Lactamase (assay with detergent); 370,000 tested, 0.041% active; P00811; Potency, µM (titrated, usually from 114 µM), inactives show top-dose activity change, negative = inhibition, actives largely listed as inhibitors; AmpC hydrolysis of nitrocefin, absorbance 480 nm, 0.01% Triton; AID 485294, 2010;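 also: potency is read from the fitted curve at half-maximal effect; 0% = no-compound wells and -100% = no-enzyme wells; nearly all actives have a fitted effect of over 25% in size; some results filed as inactive show a strong effect at the top dose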
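20 mM phosphate pH 7.0 + 0.01% (detergent screen) or 0.0001% Triton X-100; 5.3 nM AmpC reagent; cpd preinc 15 min RT; nitrocefin (800 uM stock) to start; A480 q20 s × 4 min; Activity was normalised to no-enzyme and no-compound control wells.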
HCV inh: qHTS Assay for Inhibitors of Hepatitis C Virus (HCV). AID 651820, 2012. Huh7.5.1 HCVcc-Cre infection, luciferase reporter, 44 h. Potency, µM (series often up to 41.8 µM), for inactives: at the top dose activity change, negative = inhibition, hits mostly inhibitors. 340,000 tested, 3.4% active; also: potency is read from the fitted curve at half-maximal effect
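HCVcc-Cre virus at an moi near 0.5 was added right after compound to cells cultured 4 h from seeding (1,000 cells/well). Luciferase activity was determined 44 h later, 15 min after substrate addition at RT.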
An asterisk follows results filed as active; ? = inconclusive; . = not tested or not shown; [ ] = dose if it differs, or a comment. Unless noted, calls follow the shape of the dose curve; as a rule, active = well fitted curve in the direction sought with a large enough effect; inconclusive = small, poorly fitted or top-dose-only effect, or another doubt; inactive = no such curve, though single readings can be large; an effect the other way counts as inactive or inconclusive. Unless noted, % is scaled to controls: 0 for no effect and ±100 for the full control effect. Not a hit list (roughly 7.5% active in at least one column).

smiles,AMA1-RON2 inh,HCV inh,LmPK inh,HCMV inh,AmpC detergent,AmpC inh no detg,Tb PYK inh
CCCC(=O)C1=C(O)C(C(=O)OC)C(C)(C)CC1=Nc1ccc(OC)cc1 (configuration not stated),51%[activator],-6%,2%,-4,7%,46%,-7%
O=C(CSc1nnc(CNC(=O)c2ccc(F)cc2)o1)Nc1nccs1,46%[activator],-14%,-2%,4,3%,-14%,-2%
CCCOc1ccc(/C=C2\SC(=S)N(CC3CCCO3)C2=O)cc1 (configuration not stated),-5%[2.32 µM],?,-4%,-14,2%,-10%,-3%
COc1ccccc1C(=O)NC(CCSC)C(=O)NCC(c1ccccc1OC)N1CCCC1 (configuration not stated),-5%,3%,.,-6,0%,10%,-3%
COc1ccc(NC(=O)C2Cc3c(-c4ccc5c(c4)OCO5)ccnc3O2)cn1 (configuration not stated),?,.,.,?,.,.,-5%
COC(=O)c1cc2occc2n1CC(=O)Nc1ccc(C(C)C)cc1,.,.,.,2,-6%,.,-5%
COc1ccc([C@H]2C[C@H](n3cc(-c4ccc(F)cc4)nn3)[C@@H](O)CN2CC2CCCCC2)cc1,-13%,.,.,5,.,.,2%
Cc1ccc(C)c(NC(=O)CCC(=O)NNS(=O)(=O)c2ccc(Cl)cc2)c1,91%[activator],-3%,.,-10,-5%,?,-18%
CCCC1(c2ccccc2)NC(=O)N(CC(=O)Nc2ccc(N3CCOCC3)cc2)C1=O (configuration not stated),-7%,-19%,.,-17,.,3%,-1%
CC(=O)c1ccc(N2C(=O)Nc3ccccc3S2(=O)=O)cc1,.,.,.,31,4%,.,-9%
O=C(Nc1ccc2oc(=O)ccc2c1)c1ccco1,2%,-13%,4%,8,3%,-13%,-6%
N#Cc1ccc(NN=Nc2ccccc2C#N)cc1,-1%,.,.,-16,.,.,0%
O=C(CN1CCN(c2ccccc2F)CC1)NCc1ccc(Cl)cc1,4%,-11%,0%,-35,-12%,100%[activator],-8%
Cc1ccc(C(c2nnnn2C2CCCC2)N2c3ccccc3CC2C)cc1 (configuration not stated),-23%,-24%,1%,-28,?,-20%,-10%
c1ccc(Nc2nn[nH]n2)cc1,7%,25%,3%,15,?,-14%,3%

Single records, as listed above. Order of values: AMA1-RON2 inh, HCV inh, LmPK inh, HCMV inh, AmpC detergent, AmpC inh no detg, Tb PYK inh
Shown for COC(=O)c1cc2occc2n1CC(=O)Nc1ccc(C(C)C)cc1 → ., ., ., 2, -6%, ., -5%
Shown for O=C(Nc1ccc2oc(=O)ccc2c1)c1ccco1 → 2%, -13%, 4%, 8, 3%, -13%, -6%

Next structures
smiles,AMA1-RON2 inh,HCV inh,LmPK inh,HCMV inh,AmpC detergent,AmpC inh no detg,Tb PYK inh
O=C(Nc1ccc(Cl)cc1)c1cccc(S(=O)(=O)Nc2ccccn2)c1,-5%,.,4%,?,-6%,-46%,6%
N#CCCSCc1ccc(OCC(=O)O)cc1,-3%,-2%,-6%,24,-4%,-13%,-5%
O=S(=O)(c1ccc(C(F)(F)F)cc1)N1CCCN(c2ccc(C(F)(F)F)cn2)CC1,15%,19%,3%,-2,3%,-1%,-2%
COC(=O)CN(C(=S)Nc1ccc(F)cc1)C1CC(=O)N(c2ccc(OC)cc2)C1=O (configuration not stated),-13%,-5%,4%,14,?,-14%,-3%
CC(C)(CN1CCC(Cc2ccccc2)CC1)NS(=O)(=O)c1ccccc1,-12%,-22%,2%,-29,-1%,15%,-3%
COc1ccc(C(=O)Nc2c(C)ccc3nsnc23)cc1[N+](=O)[O-],12%,?,-3%,-10,-4%,-18%,-10%
C/C(=N\O)C(=O)NCCCn1ccnc1,-3%,2%,-1%,-7,6%,-1%,-1%
O=C(O)c1cccc(S(=O)(=O)Nc2ccccc2C(=O)NCCc2ccccc2)c1,8%,-7%,1%,60,-8%,-30%,1%
CNC(=O)c1csc(-c2ccncc2)n1,1%,6%,4%,-4,0%,-11%,.
CC(C)CCn1c(CN2CCN(Cc3ccccc3)CC2)nc2c1c(=O)[nH]c(=O)n2C,5%,-6%,2%,1,10%,-3%,2%
Fc1ccc(Nc2nnns2)cc1,-8%,17%,5%,21,6%,-11%,-19%
COc1ccc(CCC(=O)NCCc2csc(-c3ccc(Cl)cc3)n2)cc1,.,.,.,8,3%,.,3%
CC(=O)c1cccc(NC(=O)CSc2nc(=O)n(Cc3ccccn3)c3c2CCC3)c1,2%,?,.,-30,-1%,30%,4%
O=C(NCc1ccccc1)c1ccccc1Br,0%,10%,-6%,-38,-4%,-49%,3%
CCC1(N(C(C)=O)c2ccc(OC)cc2)C(=O)c2ccccc2C1=O,-5%,-19%,-3%,-7,-14%,13%,-4%

Next part.
smiles,AMA1-RON2 inh,HCV inh,LmPK inh,HCMV inh,AmpC detergent,AmpC inh no detg,Tb PYK inh
CCOC(=O)c1sc(NC(=O)/C=C/c2cnn(C)c2C)c(C(=O)OCC)c1C,.,.,1%,.,0%,-10%,.
COc1cc(C(=O)C(O)c2ccc(O)c(OC)c2)ccc1O (configuration not stated),18%,1%,.,-15,.,.,-14%
COc1ccc(NC(=O)CN(C)CC(=O)Nc2ccc(Cl)cc2F)cc1,69%[activator],?,11%,?,10%,32%,1%
CCN(CC)S(=O)(=O)c1ccc(S(=O)(=O)N2CCC(C(=O)NC3CCN(Cc4ccccc4)CC3)CC2)cc1,-1%,-24%,-2%,.,-7%,6%,2%
CCC1=NN(C(=O)COc2ccccc2)C(O)(c2ccncc2)C1 (configuration not stated),56%[activator],19%,5%,-31,8%,21%,4%
COc1cccc(NC(=O)CN(Cc2ccccc2)S(C)(=O)=O)c1,15%,9%,6%,9,7%,-15%,-4%
Cc1onc(-c2cccc(Cl)c2Cl)c1C(=O)O/N=C(\N)c1ccc([N+](=O)[O-])o1,-23%,?,7%,-28,4%,-36%,-3%
CC1(C(=O)NCc2ccccn2)C=CCN1C(=O)c1ccccc1 (configuration not stated),20%,-3%[8.37 µM],4%,2,-15%,-3%,4%
O=[N+]([O-])c1ccc(Cc2nnc(-c3ccc(F)cc3)o2)cc1,4%,-18%,2%,-6,10%,-12%,2%
COc1ccc(-c2[nH]ncc2/C=N/NC(=O)c2ccncc2)c(OC)c1,13%,12%,8%,-27,3%,-22%,0%
Cc1ccc(C(=O)NC(C)c2nnc(SCC(=O)NC3CCCC3)n2C)cc1 (configuration not stated),17%,9%,1%,30,-3%,14%,-28%
COc1ccccc1CC(=O)Nc1ccc(S(=O)(=O)N(C)C2CCN(C)CC2)cc1,0%,-25%,.,-11,6%,-1%,-3%
COc1cccc(C2C(=O)N(C3CCCCC3)CC(=O)N2Cc2ccc(Cl)cc2)c1 (configuration not stated),.,.,.,-68*,3%,.,7%
CCOC(=O)C1=C(C)NC(C)=C(C(=O)OCCNC(=O)c2cccnc2)C1c1cccc([N+](=O)[O-])c1 (configuration not stated),-3%,-6%,0%,.,-7%,75%[activator],10%
CC(C)CC1NC(=O)N(CC(=O)Nc2cc(F)ccc2F)C1=O (configuration not stated),5%,13%,.,13,-3%,-17%,1%

Other entries.
smiles,AMA1-RON2 inh,HCV inh,LmPK inh,HCMV inh,AmpC detergent,AmpC inh no detg,Tb PYK inh
COc1ccc(CCC(=O)NC2CC(=O)N(c3cccc(F)c3)C2)cc1 (configuration not stated),.,.,.,27,2%,.,-1%
Cc1ccc(S(=O)(=O)CCC(=O)OCc2ccc(Cl)cc2)cc1,21%,34%[activator],2%,-19,-6%,-13%,0%
COc1ccc(-n2ccn(Cc3ccc(C)cc3)c(=O)c2=O)cc1OC,.,.,.,-16,-10%,.,7%
O=C(COC(=O)c1cccc2ccccc12)Nc1cccnc1Cl,-1%,-17%,0%,-39,-1%,-11%,4%
Cc1cc(C)nc(/N=C2/NC(=O)CS2)n1,?,?,0%,-16,-11%,-16%,-4%
CCOCCn1c(N2CCCC2)nc2c1c(=O)[nH]c(=O)n2C,12%,5%,41%,22,?,-9%,-13%
Cc1cc(C(=O)Nc2nc3c(s2)CCCC3)cs1,12%,13µM*,-26%,86,-12%,-27%,-3%
CC(=O)c1ccc(NC(=O)c2ccn(C(=O)OCC(C)C)n2)cc1,2%,-2%,-9%,65,-4%,-9%,-5%
NS(=O)(=O)c1ccc(NC(=O)c2ccc(COc3ccccc3)o2)cc1,6%,3%,2%,?,7%,-44%,0%
O=C(CCCN1C(=O)c2cccc3cccc(c23)C1=O)NCCN1CCOCC1,7%,22%,-1%,-13,-6%,-2%,0%
Cc1cc(C)cc(-n2c(SCC(N)=O)nc3c([nH]c4ccccc43)c2=O)c1,.,.,.,-71*,-1%,.,4%
CCN(CC(=O)Nc1ccc(NC(C)=O)cc1)C(=O)c1ccc(N(C)S(=O)(=O)c2ccc(C)cc2)cc1,2%,5%,.,18,.,.,-3%
CCCC(=O)N1CCN(c2nnc(-c3ccc(C)cc3)c3ccccc23)CC1,1%,13µM*,2%,-29,0%,111%[activator],-3%
COc1ccc(N2C(=O)CC(N(C)CCc3ccc(OC)c(OC)c3)C2=O)cc1 (configuration not stated),5%,5%,4%,0,-3%,100%[activator],4%
CCc1ccc(C(=O)COC(=O)CNC(=O)c2ccc(Br)o2)cc1,-3%,.,-13%,-15,-9%,-25%,-13%
CCOC(=O)C1CCN(c2ccc(Cl)nn2)CC1,-4%,11%,0%[11.5 µM],?,1%,-13%,5%
